# High-throughput results (PubChem BioAssay)
# NR0B1 inh: inhibitors of human orphan nuclear receptor DAX1 (NR0B1); HEK293 Gal4-DAX1 luciferase reporter, luminescence; inhibition, % at 6.75 µM; 0.99% of 340,000 active;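 active means inhibition above the mean over all tested compounds plus 3 SD, cut at about 4.2% in these data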;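 further: 0% = DAX1-transfected cells with DMSO and 100% = empty-vector control cells with DMSO; inhibition shows as a rise in luminescence from relieved DAX1 repression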
# NPR1 activator: GC-A (human) enzyme activation; HEK293 GC-A cells, cGMP TR-FRET, EC30 ANP; 0% at EC30 ANP, 100% saturating ANP; P16066; activation, % at 10 µM; 0.14% of 370,000 active; in the data active means activation above about 40%
# Target sequence (P16066 whole entry, looked up): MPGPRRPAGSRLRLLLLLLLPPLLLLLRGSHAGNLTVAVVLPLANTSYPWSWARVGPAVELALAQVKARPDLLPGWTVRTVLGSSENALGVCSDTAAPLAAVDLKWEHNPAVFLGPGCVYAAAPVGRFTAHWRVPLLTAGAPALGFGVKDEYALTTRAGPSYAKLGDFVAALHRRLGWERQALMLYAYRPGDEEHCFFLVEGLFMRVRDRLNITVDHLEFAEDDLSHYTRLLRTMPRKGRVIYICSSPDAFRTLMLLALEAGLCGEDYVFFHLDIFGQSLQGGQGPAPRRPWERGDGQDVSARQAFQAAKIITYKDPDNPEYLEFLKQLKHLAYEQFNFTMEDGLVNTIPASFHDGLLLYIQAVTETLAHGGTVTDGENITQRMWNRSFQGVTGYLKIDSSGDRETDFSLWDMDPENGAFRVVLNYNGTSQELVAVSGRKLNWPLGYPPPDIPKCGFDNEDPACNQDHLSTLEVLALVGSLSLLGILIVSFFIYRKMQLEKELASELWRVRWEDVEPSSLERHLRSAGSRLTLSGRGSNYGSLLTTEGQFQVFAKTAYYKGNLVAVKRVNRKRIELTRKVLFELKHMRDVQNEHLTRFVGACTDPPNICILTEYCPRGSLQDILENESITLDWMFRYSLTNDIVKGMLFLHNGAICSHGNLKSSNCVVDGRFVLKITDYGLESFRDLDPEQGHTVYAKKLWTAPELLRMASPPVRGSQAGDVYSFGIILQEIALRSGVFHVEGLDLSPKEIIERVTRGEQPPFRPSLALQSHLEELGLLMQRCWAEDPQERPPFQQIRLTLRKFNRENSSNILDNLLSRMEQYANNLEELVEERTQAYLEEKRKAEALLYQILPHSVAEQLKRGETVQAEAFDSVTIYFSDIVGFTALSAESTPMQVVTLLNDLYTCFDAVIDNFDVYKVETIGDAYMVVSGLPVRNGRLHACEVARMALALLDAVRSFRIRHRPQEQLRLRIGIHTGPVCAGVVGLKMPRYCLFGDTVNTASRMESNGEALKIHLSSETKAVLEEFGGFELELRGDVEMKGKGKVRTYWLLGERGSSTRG
# NPR2 activator: GC-B (human) receptor activation | P20594 | HEK293-GC-B cells, CNP EC30, cGMP TR-FRET; 0% at EC30 CNP, 100% saturating CNP | activation, % at 10 µM | 0.11% of 370,000 active | AID 1920062;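 active means activation at 10 µM reaching about 35% in either raw or pattern-adjusted values, limit read from the data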
# FXN GAA850 act: activators of GAA850 frataxin (FXN) promoter; HEK293 lucGAA850 FXN promoter luciferase reporter, 24 h; percent of 10 µM SAHA response; activation, % at 6 µM; 0.56% of 360,000 active; AID 540364;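 active means activation above the average of all compounds screened plus 3 SD, cutoff fixed separately per campaign, cut at about 7.5% in these data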;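 further: 0% = DMSO wells and 100% = 10 µM SAHA wells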
# Active calls of the source: *; · = not tested or not shown. Only part of the results is shown; rates above refer to the full screens.
# Each structure is followed by: NR0B1 inh	NPR1 activator	NPR2 activator	FXN GAA850 act
- COc1ccc(OC)c(/C=C2\Oc3cc(OCC(=O)N4CCC[C@H]4C(=O)O)ccc3C2=O)c1
 : 3.5	·	·	-2.0
- CCCCc1ccc(NC(=O)N2CCN(c3cc(C)nc4ccccc34)CC2)c(C)c1
 : -1.0	·	·	0.8
- COc1ccc(S(=O)(=O)/N=C2/C=CC(=O)C(C)=C2C)cc1
 : 0.1	·	·	-2.5
- COc1ccc(/C(N)=N/OC(=O)c2cccc([N+](=O)[O-])c2C)cc1OC
 : -0.1	·	·	1.0
- OCCN(Cc1ccccc1)Cc1ccc(F)c(F)c1
 : 0.2	-1	-4	1.8
- CCn1c(=O)n(CCc2ccccc2)c(=O)c2c3c(sc21)CCCC3
 : -0.4	-5	-7	0.4
- CCOC(=O)COc1ccc2c(c1)C(=O)CC(C)(c1cccnc1)O2 (stereo not drawn)
 : 0.6	-5	-3	-0.4
- CCOC(=O)CSc1nc2ccccc2n1CC(=O)N(C(C)C)C(C)C
 : 1.0	-3	1	-0.7
- CC(Sc1nc(-c2ccccc2)cc(C(F)(F)F)n1)C(=O)Nc1sc2c(c1C#N)CCC2 (stereo not drawn)
 : 0.8	-5	-5	-1.6
- CCOC(=O)c1ccc(NC(=O)Nc2ccn(C)n2)cc1
 : -0.5	5	-2	0.4
- Cc1ccc2nc(-c3ccc(NC(=O)c4ccco4)cc3)[nH]c2c1
 : 2.1	1	1	2.4
- Cc1ccc(N2C(=O)C(O)(C(F)(F)F)C3=C2CC(C)(C)CC3=O)cc1C (stereo not drawn)
 : 0.0	-6	1	-1.3
- Cc1nc(N2CCc3ccccc3C2)[nH]c(=O)c1CCC(C)C
 : 0.7	6	0	0.6
- Cc1ccc(NC(=S)NNC(=O)Cn2nc([N+](=O)[O-])cc2C)cc1
 : 0.4	-2	-4	-1.3
- COc1cc(CCC(=O)N2CCN(S(=O)(=O)c3ccc(C)c(C)c3)CC2)cc(OC)c1OC
 : -0.3	3	-3	-1.3
- COc1nc(C)ccc1-c1noc(-c2ccccn2)n1
 : 1.4	2	3	5.7
- O=c1[nH]c2cccnc2n1Cc1ccco1
 : 0.7	0	2	1.2
- Cc1oc2c(CN3CCCC3)c(O)ccc2c(=O)c1-c1ccccc1
 : 0.3	2	4	-1.3
- CS(=O)(=O)c1ccc2c(c1)SC1=NC(=O)/C(=C/c3ccco3)C(=N)N12
 : -0.1	0	-1	0.6
- O=C(OCC(=O)N1CCc2ccccc21)c1cccnc1Cl
 : 0.1	6	0	2.9
- COC(=O)c1ccc(CSc2nc3c(cnn3-c3ccc(F)cc3)c(=O)[nH]2)o1
 : -0.5	-12	3	-0.7
- C=C(C)C1CC=C(C)/C(=N/NC(=O)CNc2ccc(OCC)cc2)C1 (stereo not drawn)
 : -0.3	1	-2	0.3
- CCCc1[nH]nc2c1C1(C(=O)N(CC)c3ccccc31)C(C#N)=C(N)O2 (stereo not drawn)
 : -0.5	7	-7	1.4
- Cc1ccc(-c2cc(C(=O)Nc3cnn(C45CC6CC(CC(C6)C4)C5)c3)no2)cc1
 : -1.4	2	0	2.4
- COCC(C)NC(=O)c1cc(-c2ccc(OC)c(OC)c2)on1 (stereo not drawn)
 : 0.8	1	-1	1.3
- COc1ccccc1Cn1c(=S)[nH]c2cc(C(=O)N3CCN(C)CC3)ccc2c1=O
 : 0.3	24	-3	-2.9
- CCOC(=O)CC(=O)CSc1nc(-c2ccc3c(c2)OCO3)cc(C(F)(F)F)c1C#N
 : 0.3	20	21	0.8
- COc1ccccc1/C=C/CN1CCOCC1
 : 0.2	2	3	1.5
- CCOC(=O)COc1ccc(C(=O)NC2CCCCC2)cc1
 : -0.7	5	3	-0.5
- COc1ccc(CCNC(=O)CSc2nnc(Cn3c(=O)sc4ccccc43)n2C)cc1OC
 : 0.2	-8	-8	-0.6
- Cc1ccc2cc(C3C(C#N)=C(N)Oc4c3ccc3cccnc43)c(=O)[nH]c2c1 (stereo not drawn)
 : 1.2	3	0	-1.3
- NC(=O)c1ccsc1NC(=O)COc1ccccc1
 : 2.4	-2	-5	2.9
- CCC(=O)Nc1ccc2nc(SCC(=O)N3CCCC3)sc2c1
 : 0.2	4	-3	0.4
- O=C(CSc1nnc(-c2cccnc2)n1Cc1ccccc1)N1CCOCC1
 : -0.2	1	2	1.5
- O=C(O)Cn1cccc1C(=O)c1ccccc1
 : -0.3	1	-6	2.1
- CCn1c(Cc2ccccc2)nnc1SCC(=O)OC(C)C
 : 0.8	1	0	-1.2
- CCOC(=O)CSc1nc2ccsc2c(=O)n1C1CCN(C(=O)OCC)CC1
 : -2.1	1	6	1.8
- COC(=O)[C@H](C)NC(=O)NC1CCCc2ccccc21 (stereo partly drawn)
 : 1.1	2	6	0.1
- O=C(NC1CCCCC1)N1CCN(C2CCCCC2)CC1
 : 0.9	3	1	2.1
- COc1ccc2[nH]c3c(=O)n(CCCCC(=O)N4CCC(C(N)=O)CC4)c(=S)[nH]c3c2c1
 : 1.8	1	-3	-0.7
- CCOC(=O)c1ccc(NC(=O)Cn2cccc2)cc1
 : -0.2	0	-6	1.1
- CCNC(=S)NNC(=O)Cn1nc(C)cc1C
 : 2.3	1	1	-2.7
- O=C(Nc1cccc(-c2cn3cccnc3n2)c1)c1ccco1
 : -0.6	0	-3	-1.1
- CCOC(=O)c1c(C)c(C(=O)N2CCCCCC2)c(C)n1CC
 : 0.4	1	2	-0.2
- CCOC(=O)Cc1cc(=O)n2[nH]c(-c3ccccc3)cc2n1
 : 0.2	-2	-7	-2.1
- CCc1cc(C=C(Cl)Cl)oc(=O)c1C
 : 0.2	-6	-4	1.9
- Cc1cccc(C(=O)/C=C2/c3ccccc3CC(C)(C)N2C)c1
 : -0.2	10	-1	-2.0
- COc1ccc(C(=O)NCCn2cc(SCC(=O)Nc3nnc(C)s3)c3ccccc32)cc1
 : -1.8	-2	1	-4.2
- COc1cnc(SCc2ccc(Cl)c(Cl)c2)nc1Cl
 : 1.0	-6	0	-0.3
- O=C(NCCN1CCOCC1)c1ccc(-c2ccccc2)cc1
 : 0.1	6	-5	0.1
- CCC(C)C(=O)Nc1cc(C(=O)OC)ccc1C(=O)OC (stereo not drawn)
 : 0.1	-3	-5	-2.8
- O=C1CC2(CCCCC2)Oc2ccc(OCC(=O)N3CCOCC3)cc21
 : -0.6	0	-1	2.4
- CSc1ccccc1C(=O)NCCCOC(C)C
 : -0.1	2	2	1.7
- CCn1c(Cc2ccccc2)nnc1SCC(=O)NC(C)(C)C
 : 0.4	4	2	-0.9
- COc1ccc(-n2c(-c3ccccc3)cc3c2CCCC3=O)cc1
 : 0.1	-6	-12	0.1
- Cc1sc(-n2c(C)cc(/C=N/n3cnnc3)c2C)c(C#N)c1C
 : -1.1	4	2	0.0
- Cc1ccccc1OCC(=O)Nc1sc(C(=O)Nc2cccc(C)c2C)c(C)c1C#N
 : -0.1	56*	-9	0.1
- O=C(c1ccc(Cn2cc(Br)cn2)o1)N1N=C(C(F)F)CC1(O)C(F)F (stereo not drawn)
 : 0.5	2	-3	1.4
- CCn1c(SCC(=O)Nc2ccc(N3CCOCC3)cc2)nnc1-c1ccc(OC)cc1
 : -0.2	0	3	-2.5
- O=C(Nc1nc2c(s1)CCCC2)c1cccnc1
 : 4.1	0	-2	1.2

# One compound at a time, from the list above:
# CCn1c(SCC(=O)Nc2ccc(N3CCOCC3)cc2)nnc1-c1ccc(OC)cc1 is listed with NR0B1 inh: -0.2; NPR1 activator: 0; NPR2 activator: 3; FXN GAA850 act: -2.5
# COc1cnc(SCc2ccc(Cl)c(Cl)c2)nc1Cl is listed with NR0B1 inh: 1.0; NPR1 activator: -6; NPR2 activator: 0; FXN GAA850 act: -0.3
# CCc1cc(C=C(Cl)Cl)oc(=O)c1C is listed with NR0B1 inh: 0.2; NPR1 activator: -6; NPR2 activator: -4; FXN GAA850 act: 1.9

# An excerpt from above in order of molar mass, low to high.
# Each structure is followed by: NR0B1 inh	NPR1 activator	NPR2 activator	FXN GAA850 act
- CCOC(=O)c1ccc(NC(=O)Nc2ccn(C)n2)cc1
 : -0.5	5	-2	0.4
- CCC(C)C(=O)Nc1cc(C(=O)OC)ccc1C(=O)OC (stereo not drawn)
 : 0.1	-3	-5	-2.8
- O=C(CSc1nnc(-c2cccnc2)n1Cc1ccccc1)N1CCOCC1
 : -0.2	1	2	1.5

# Next part
# Each structure is followed by: NR0B1 inh	NPR1 activator	NPR2 activator	FXN GAA850 act
- O=C(c1cccnc1)N(Cc1ccccc1)c1ccccc1
 : 0.5	-6	-8	0.9
- COc1ccc(/C=N/n2c(=O)[nH]c3c([nH]c4ccc(C)cc43)c2=O)cc1CN1CCOCC1
 : -0.7	8	0	-0.1
- CCn1c(SCC(=O)NC(C)c2ccccc2)nc2ccccc21 (stereo not drawn)
 : 0.2	-1	1	-1.6
- COC(=O)CNC(=O)/C=C/c1ccc(OC)cc1
 : -0.1	4	-3	-2.8
- Cc1ccc(S(=O)(=O)N2CCOCC2)cc1C(=O)N(C)CCOc1ccc(Cl)cc1
 : -2.3	-7	-14	-3.9
- Cc1noc(C)c1C(=O)NCc1cccs1
 : 0.8	2	-2	1.6
- COc1ccc(CCNC(=O)C(=O)NCc2ccc(C)cc2)cc1OC
 : 0.3	3	4	0.6
- Cc1ccc(CN(Cc2cccnc2)C(=O)CN2C(=O)COc3ccccc32)o1
 : -0.3	-3	7	0.0
- CCOC(=O)C1CCCN(Cc2c(Cl)cccc2Cl)C1 (stereo not drawn)
 : -0.1	-1	-4	1.1
- O=C(CCCn1c(=O)c2sccc2n(Cc2ccc(F)cc2)c1=O)NCc1ccco1
 : -0.5	4	3	-1.8
- Cn1c(-c2c(N)n(CCc3ccccc3)c3nc4ccccc4nc23)nc2ccccc21
 : -1.4	4	2	-2.8
- CCCC(=O)Nc1sc(C)c(-c2ccc(C(C)CC)cc2)c1C#N (stereo not drawn)
 : -0.1	-2	2	-0.7
- Cc1ccc(C(=O)NC(=S)N2CC(C)OC(C)C2)cc1[N+](=O)[O-] (stereo not drawn)
 : -0.3	4	1	-0.4
- CC(C)NC(=O)Cn1c(=O)c2c(ncn2Cc2ccccc2)n(Cc2ccccc2)c1=O
 : -0.3	-2	-3	-2.1
- COc1ccc(N2CCN(C(=O)CSc3ncccc3-c3nc4ccccc4[nH]3)CC2)cc1
 : -1.6	-6	-7	-1.8

# Other results.
mol | NR0B1 inh | NPR1 activator | NPR2 activator | FXN GAA850 act
Cc1cc(OCC(=O)Nn2cnnc2)ccc1Br | 1.0 | 0 | 4 | -0.1
CCOC(=O)c1c(-c2ccc(OC)cc2)csc1NC(=O)CCN1C(=O)c2ccccc2C1=O | -0.9 | 2 | 2 | 0.6
COc1ccc(C2C(C(=O)O)CC(=O)N2C2CCCCC2)cc1 (stereo not drawn) | 0.6 | 1 | 1 | 0.9
CCOC(=O)CC1Sc2ccccc2NC1=O (stereo not drawn) | -0.4 | 2 | 1 | 2.0
CCOc1ccc(NC(=O)CSc2nnc(Cc3cccn3C)n2-c2ccc(OC)cc2)cc1 | -0.5 | 1 | 0 | -1.6
COC(=O)C1C(c2ccccc2)C(C(=O)OCc2ccco2)C1c1ccccc1 (stereo not drawn) | -1.6 | -10 | -6 | -4.3
COc1ccc(C(=O)CN2C(=O)c3ccccc3C2=O)c(OC)c1C | -0.6 | 1 | 13 | 2.5
CCCC(=O)Nc1ccc(C(=O)NNC(=O)c2cccs2)cc1 | -0.1 | -1 | 0 | -0.2
Cc1ccc(N(Cc2ccc(C(=O)Nc3ccccc3C(=O)NCc3ccco3)cc2)S(C)(=O)=O)cc1C | -1.7 | 4 | 10 | -7.5
Cc1cccc(-n2c(C)cc(/C=N/NC(=O)c3ccc(CN4CCOCC4)cc3)c2C)c1 | -2.1 | 9 | -3 | -3.5
CCc1ccc(NCCC(=O)c2ccc(Br)cc2)cc1 | -0.4 | 4 | 6 | 0.1
O=C(CN1C(=O)COc2ccccc21)N(Cc1cccnc1)Cc1ccccc1F | 0.3 | -8 | -4 | -3.4
Cn1ncc(Cl)c(Oc2ccccc2)c1=O | 0.5 | 1 | 4 | -0.2
CS(=O)(=O)N1CCN(C(=O)C2c3ccccc3Oc3ccccc32)CC1 | 0.5 | 0 | 0 | -2.0
CN(C)S(=O)(=O)c1ccc(Cl)c(C(=O)NCc2ccco2)c1 | 0.5 | -1 | 1 | -0.7
CCCCCC(=O)Nc1ccc(S(=O)(=O)Nc2nccnc2OC)cc1 | 0.9 | 4 | 3 | -0.8
CCOC(=O)c1cc2c(c(CSc3nc4ccccc4c(=O)n3Cc3ccco3)c1)OCOC2 | -0.4 | 6 | 14 | 2.0
CC1=NN(C(=O)c2cccc(Cn3nc(C)c([N+](=O)[O-])c3C)c2)C(O)(C(F)(F)F)C1 (stereo not drawn) | 0.2 | -1 | -2 | 0.4
Cc1cc(NC(=O)NC2(C(F)(F)F)Oc3ccc(Cl)cc3O2)no1 (stereo not drawn) | -0.6 | 1 | -4 | 18*
COc1cccc(N2CCN(C3CC(=O)N(c4ccc(C)c(Cl)c4)C3=O)CC2)c1 (stereo not drawn) | 1.4 | 1 | -1 | 0.5
CCN(CC)C(=O)CSC1c2ccccc2C(=O)N1c1ccccc1 (stereo not drawn) | -0.6 | 3 | 1 | -1.7
